# EPAC1 antag: antagonists of human EPAC1; O95398; EPAC1 GEF assay, Rap1b-BODIPY-GDP exchange fluorescence; Potency, µM (series often up to 115 µM), for inactives: at the highest dose activity change, negative = inhibition, most hits filed as inhibitors; 360,000 compounds, 0.14% hits;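 also: potency is read from the fitted curve at half-maximal effect; plate controls were vehicle for no effect and positive control for full effect; nearly all actives have a fitted effect of over 50% in size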
# Target sequence (O95398 whole entry, looked up): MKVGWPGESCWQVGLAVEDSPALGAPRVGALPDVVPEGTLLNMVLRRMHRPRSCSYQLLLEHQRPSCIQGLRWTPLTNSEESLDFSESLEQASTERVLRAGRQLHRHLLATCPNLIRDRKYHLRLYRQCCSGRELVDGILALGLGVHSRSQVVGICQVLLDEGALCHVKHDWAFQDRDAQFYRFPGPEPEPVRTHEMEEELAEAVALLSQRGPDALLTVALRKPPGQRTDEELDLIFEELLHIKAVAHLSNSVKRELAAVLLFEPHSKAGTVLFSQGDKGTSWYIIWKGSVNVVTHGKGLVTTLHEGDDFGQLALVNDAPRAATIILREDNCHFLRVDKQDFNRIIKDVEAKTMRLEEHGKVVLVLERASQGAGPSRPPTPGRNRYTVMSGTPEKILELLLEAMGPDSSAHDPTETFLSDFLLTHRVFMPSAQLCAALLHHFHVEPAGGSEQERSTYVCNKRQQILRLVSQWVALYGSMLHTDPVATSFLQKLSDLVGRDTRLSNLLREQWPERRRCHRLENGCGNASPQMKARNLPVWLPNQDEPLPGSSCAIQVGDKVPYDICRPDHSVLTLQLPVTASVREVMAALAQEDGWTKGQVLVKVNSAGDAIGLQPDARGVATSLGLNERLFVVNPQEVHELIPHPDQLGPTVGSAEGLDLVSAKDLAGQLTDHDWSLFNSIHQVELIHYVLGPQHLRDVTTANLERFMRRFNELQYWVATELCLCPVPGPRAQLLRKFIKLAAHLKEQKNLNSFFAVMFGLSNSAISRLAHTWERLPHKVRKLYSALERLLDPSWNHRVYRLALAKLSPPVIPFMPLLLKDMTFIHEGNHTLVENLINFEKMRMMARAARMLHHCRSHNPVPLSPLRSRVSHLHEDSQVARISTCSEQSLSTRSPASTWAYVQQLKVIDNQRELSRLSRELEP
# WRN helicase inh: inhibitors of human WRN helicase. Q14191. WRN helicase unwinding, fluorescent forked duplex, kinetic. Potency, µM (highest dose often 114 µM), for the others: at the top dose activity change, negative = inhibition, most hits filed as inhibitors. 360,000 compounds, 0.46% hits; also: potency is read from the fitted curve at half-maximal effect; % is scaled to controls: 0 for no effect and ±100 for the full control effect; nearly all actives have a fitted effect of over 55% in size
#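 Enzyme (20 nM final) and test compound sit together 15 min at room temperature before substrate addition. Substrate is a single-forked duplex oligonucleotide (100 nM) labelled with fluorophore and quencher, with 2 mM ATP; helicase unwinding raises red fluorescence, read kinetically.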
# PI5P4Ka inh: PI5P4K alpha (human) kinase inhibition; PI5P4Kalpha enzyme, ADP-Glo luminescence, 60 min; stronger effect = lower value; max response, %; 330,000 compounds, 1.2% hits; AID 652105; active = max response of -50% or lower; inconclusive = between -30% and -50%; inactive = -30% or higher; also: value at the top dose of about 77 µM; % is scaled to controls: 0 for no effect and ±100 for the full control effect
#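 Compounds were pin-transferred onto PI5P4Kalpha and substrate in HEPES pH 7.4 buffer with EGTA, CHAPS and 5% DMSO. ATP (5 microM final) started the reaction, which ran 60 minutes at room temperature before ADP-Glo detection.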
# PLK1 PBD block: inhibitors of human PLK1 polo-box domain binding; AID 720504; 360,000 compounds, 2.8% hits; Plk1 PBD binding of FITC phosphopeptide, fluorescence polarization; Potency, µM, inactives show max response, negative = inhibition, usual class: inhibitors; also: potency is read from the fitted curve at half-maximal effect; series mostly up to about 57 µM; % is scaled to controls: 0 for no effect and ±100 for the full control effect; nearly all actives have a fitted effect of over 65% in size
# EPAC2 agonist: activates human EPAC2 exchange factor; EPAC2 activation, biochemical qHTS; response scale: 100% = 6.5 mM cAMP response; 360,000 compounds, 0.079% hits; Q8WZA2; Potency, µM (highest dose often 154 µM), inactives show at the highest dose activation, usual class: activators; also: potency is read from the fitted curve at half-maximal effect; nearly all actives have a fitted effect of over 50% in size
#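 Compounds were added across a concentration range to EPAC2 (100 nM), RAP1B-BODIPY-GDP (250 nM) and GDP (50 uM). After 5 min at room temperature, fluorescence was recorded at 5-min intervals for 30 min.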
# CCT chaperon mod: changes cytosolic chaperonin activity; purified chaperonin ATPase assay, HTRF ADP detection, 30 min; activity change, % (concentration not given with the values), hits read low; 360,000 compounds, 0.3% hits; in the data active = activity change below about -30%; also: % is scaled to controls: 0 for no effect and ±100 for the full control effect
#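 ATPase activity: ADP formed was measured by HTRF Transcreener (665/615 nm ratio) after 30 min at 37 deg C with 10 uM ATP. Compounds screened at one 76 uM concentration against 40 or 20 nM TRiC in Tris pH 7.4/KCl/MgCl2/DTT buffer.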
# EPAC1 ag: EPAC1 (human) agonism. EPAC1 agonist qHTS, biochemical assay; response scale: 100% = response to 6.5 mM cAMP. Potency, µM (top dose mostly 154 µM), for inactives: at the highest dose activation, actives largely listed as activators. 360,000 compounds, 0.073% hits. AID 720707; also: potency is read from the fitted curve at half-maximal effect; nearly all actives have a fitted effect of over 60% in size
#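 Fluorescent GDP-exchange assay: 100 nM EPAC1 with 250 nM Rap1B preloaded with BODIPY-GDP and 50 uM GDP; compounds tested as concentration series, 5 min at room temperature, then read every 5 min for 30 min (ex 480/em 540 nm); normalized to 6.5 mM cAMP.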
# IL2 activator: activates IL-2 in a cell-based reporter assay; IL-2 activation reporter assay, cell-based qHTS; stimulated with anti-CD3/CD4/CD28 beads; in transgenic mouse T cells; activation, % (series mostly up to about 46 µM); 360,000 compounds, 0.065% hits; AID 652025; in the data active = activation above about 50%; inconclusive = mostly about 30% to 49%; also: 0% is about no effect
#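 Using fluorescent plate cytometry, EGFP and DsRed are detected in transgenic mouse T cells stimulated 18 h at 37 degrees C with antibody-coated beads after 60 min compound pretreatment.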
# Numbers without * were called inactive; ? = inconclusive; . = no result given; & = joins results of further samples; [ ] = dose if it differs, or a comment. Unless noted, calls follow the shape of the dose curve; as a rule, active = well fitted curve in the direction sought with a large enough effect; inconclusive = small, poorly fitted or top-dose-only effect, or another doubt; inactive = no such curve, though single readings can be large; an effect the other way counts as inactive or inconclusive. This is a subset. The share of hits here may be higher or lower than overall.
SMILES	EPAC1 antag	WRN helicase inh	PI5P4Ka inh	PLK1 PBD block	EPAC2 agonist	CCT chaperon mod	EPAC1 ag	IL2 activator
CCN(C(=O)COC(=O)c1oc2ccccc2c1C)c1c(N)n(Cc2ccccc2)c(=O)[nH]c1=O	-5%	-4%	-1	-5%	-1%	0.8	-4%	0.0
COc1ccc(Cl)cc1NC(=O)c1cnc2n(c1=O)CCS2	10%	1%	-1	-4%	8%	-1.3	2%	1.3
COc1cccc2c(=O)n(CC(=O)NCCc3ccccc3)ccc12	5%	5%	-2	-4%	0%	-1.2	3%	-2.4
Nc1nc(-n2cnnc2)nn1-c1ccccc1	16%	0%	.	0%	4%	-3.8	-2%	0.4
CCC1CCCCN1CCCNC(=O)c1ccc(N2CCOCC2)c(NS(=O)(=O)c2ccc(OC)cc2)c1 (centres undefined)	20%	-8%	-2	5%	5%	-3.5	-9%	-3.4
O=C(NCCSc1c[nH]c2ccccc12)c1ccc2c(c1)OCO2	-6%	-4%	-4	-5%	7%	-0.9	-6%	-2.0
Cc1ccccc1OCCCCn1cnc2ccccc21	2%	-6%	1	0%	10%	-2.4	2%	0.4
C[C@@H]1CN([C@@H](C)CO)C(=O)CCCn2nncc2CO[C@H]1CN(C)C(=O)Nc1ccc(N2CCCCC2)cc1	-13%	-6%	0	-6%	2%	0.1	-4%	0.1
O=C1CCc2cc(S(=O)(=O)Nc3ccccc3Cl)ccc2N1	33%[activator]	5%	-4	3%	-6%	0.3	-116%[inhibitor]	-0.4
Cc1c(Cl)cccc1NC(=O)Nc1c(C)n(C)n(-c2ccccc2)c1=O	-6%	-4%	9	-4%	2%	-1.4	-2%	-1.7
CCCCN1C(=O)C(CC(=O)NCCCCc2ccccc2)CC(C(=O)N2CCCCCC2)=C1C (centres undefined)	-4%	7%	-7	-4%	2%	-1.4	-5%	-0.4
CSc1nnc2c(n1)OC(C)=Nc1ccccc1-2	3%	-16%	.	-7%	2%	3.5	-11%	-1.7
Nc1nc(CSc2n[nH]c(-c3ccccc3)n2)nc(Nc2ccccc2)n1	-4%	-3%	1	-2%	1%	0.5	-1%	-0.8
Cc1ccc(C(O)c2ncc(-c3ccccc3)[nH]2)c(C)c1 (centres undefined)	-21%	-1%	1	2%	3%	-0.6	-2%	0.0
CCCCNC(=O)C1c2ccccc2OCC(=O)N1Cc1ccccn1 (centres undefined)	-10%	4%	-7	-5%	1%	2.0	-11%	0.5
CN1CC[C@@H]2C(=O)N3CCc4ccc(Br)cc4[C@@H]3C[C@@H]21	10%	1%	7	-6%	4%	-0.9	4%	-0.2
N#C/C(=C\c1cccs1)Sc1nc2ccccc2s1	0%	-33%	11	-8%	16%	-2.0	10%	-5.2
COc1ccc(NC(=O)Cn2cc(C#N)c3ccccc32)cc1	12%	3%	-9	-21%	3%	-0.8	2%	-0.3
COc1cccc(CNc2nc3nc(C)c(Cl)c(=O)n3[nH]2)c1	-2%	-17%	-3	1%	2%	-1.8	-1%	5.5
CN(CC(=O)Nc1cccc(F)c1)C(=O)c1cc(-c2ccccc2)nc2ccccc12	5%	-10%	8	8%	8%	0.3	9%	-1.0
CCCCCCN1C[C@H](n2cc(-c3ccc(F)cc3)nn2)[C@@H](O)C[C@@H]1c1ccccc1	6%	-3%	7	-3%	4%	-0.9	-18%	-1.1
N#Cc1ccccc1Sc1ccccc1C(=O)OCc1nnc(-c2ccccc2)o1	2%	-2%	2	4%&-8%	7%	-3.6	17%	-3.4
CN(C1CCS(=O)(=O)C1)S(=O)(=O)c1ccccc1[N+](=O)[O-] (centres undefined)	-3%	-1%	1	-13%	-1%	-2.3	-3%	-1.9
Clc1c(-c2ccccc2)nnn1-c1ccccc1	32%[activator]	-8%[57.1 µM]	3	3%	-4%	-1.3	-11%	1.8
Fc1ccc2[nH]c3c(N4CCc5ccccc5C4)ncnc3c2c1	2%	-25%	0	-1%	3%	-2.7	-2%	0.1
CCc1cc2c3c(c1)C(C)CC(C)(C)N3C(=O)C2=O (centres undefined)	-8%	-1%	-6	-11%	2%	0.5	6%	2.4
CCCOC1CCCN(C(=O)CCc2nnc(CCCCc3ccccc3)o2)C1 (centres undefined)	3%	-6%	3	-4%	4%	0.7	-2%	-0.4
COc1cc(C(=O)NC(C)CCc2ccccc2)cc(OC)c1OC (centres undefined)	-10%	-26%	-5	-7%	9%	0.3	-4%	-0.1
COc1cccc(CNc2nc3cc(-c4ccccc4)sc3c(=O)n2C)c1OC	7%	-8%	18	2%	8%	-8.1	-7%	-0.7
NC(=O)C1CCN(C2CC(=O)N(c3ccc(F)c(Cl)c3)C2=O)CC1 (centres undefined)	-11%	9%	-7	-10%	9%	-0.4	-6%	-1.4
CC(NC(=O)c1ccc(OC2CCN(Cc3ccccn3)CC2)cc1)c1ccccc1 (centres undefined)	-24%	0%	6	-3%	5%	-0.9	11%	-0.3
Cc1ccc(CCC(=O)Nc2ccccc2C(=O)O)o1	-10%	1%	-5	5%	7%	-3.1	-3%	0.1
Cn1cc(Br)c(C(=O)Nc2sc3c(c2C(N)=O)CCCC3)n1	?	-32%	-8	-29%	6%	0.6	4%	1.4
Cc1ccc(Nc2nc(Cl)nc(N(C)C#N)n2)cc1	-5%	-1%	-4	-9%	7%	-0.7	1%	-0.3
Cc1ccccc1C(=O)NNC(=O)CSc1nnc(C)n1-c1ccccc1	28%	-4%	3	-7%	0%	1.2	-8%	-3.8
Cc1cc(=O)n2nc(N3CCCC(C(=O)NCCc4ccc(Cl)cc4)C3)sc2n1 (centres undefined)	-7%	-6%	-6	-2%	4%	0.0	6%	-0.1
CC(C)Cc1nnc(NC(=O)c2ccc(S(=O)(=O)N3CCCC3)cc2)s1	16%	-3%	4	-1%	3%	-1.1	-9%	-1.5
O=C(O)CSCCOc1ccc(OCCSCC(=O)O)cc1	5%	7%	-3	3%	1%	-0.6	-1%	-5.0
CC1CCCN(CCCNC(=O)c2nn(C)c3c2CS(=O)(=O)c2ccccc2-3)C1 (centres undefined)	4%	-2%	-1	4%	2%	-76*	-9%	1.2
Cc1ccc(C)c(NC(=O)CCn2cnnn2)c1	-17%	4%	1	30µM*	10%	0.5	-2%	0.1
COc1cccc(N2C(=NC(=O)C3CCCCC3)SC3CS(=O)(=O)CC32)c1 (centres undefined)	-6%	7%	3	-1%	2%	-3.3	-18%	2.8
COc1ccc(S(=O)(=O)N2CCOCC2)cc1Cl	13%	-3%	.	-6%	-4%	1.0	-9%	-1.2
O=C(CSc1nnc(-c2ccc(F)cc2)o1)NC1CCCCC1	1%	4%	-7	-4%	2%	0.5	0%	0.3
COCCN1Cc2cccc(C(=O)NCCCN3CCCC3=O)c2C1=O	1%	-3%	2	3%	-2%	1.4	2%	1.9
Cc1ccccc1-n1c(=O)c2ccccc2n2c(=O)[nH]nc12	-13%	1%	-3	-15%	1%	-1.3	6%	-3.7
CCCc1nc2c(ccc3ccccc32)cc1CC	-1%	6%	24	-2%	-2%	-3.8	-3%	-1.2
CCOc1ccc(Nc2nc3ccccc3c(=O)s2)cc1	4%	-4%	-6	-3%	16%	-2.6	4%	-2.9
COc1ccc(N2CCN(C(c3cccs3)C(C)NS(=O)(=O)c3ccccc3)CC2)cc1 (centres undefined)	-3%	-9%	-3	2%	2%	-3.4	0%	-0.5
CCOC(=O)c1ccc(Nc2cc(C)nc(C)c2C(=O)OCC)cc1	15%	0%	0	-5%	13%	-1.6	8%	0.3
Cc1cc(C(=O)Nc2ccc([N+](=O)[O-])cn2)cs1	-16%	-4%	-2	-4%	2%	-3.8	2%	1.1
COc1cc2c(cc1OC)/C(=C/c1ccc(Br)cc1)C(=O)OC2	-21%	-13%	13	0%	8%	-2.1	14%	0.2
CC1(C(=O)NCc2ccc(F)cc2)Oc2ccccc2NC1=O (centres undefined)	?	-29%	0	-2%	-5%	-2.7	-3%	-3.3
O=C1C=C(Nc2ccccc2)C(=O)c2ccccc21	?	-6%	-4	1%	3%	1.3	0%	-0.5
O=C(c1cc(COc2c(F)cccc2F)on1)N1CC[C@@H]2CCCC[C@H]2C1	5%	3%	18	-7%	23%	-0.7	6%	0.5
COC(=O)Nc1ccc(S(=O)(=O)N2CCCC(C(=O)N3CCOCC3)C2)cc1 (centres undefined)	1%	2%	2	0%	2%	-0.5	-5%	-0.7
Cc1ccc(Sc2ncccc2C(=O)NCc2cc([N+](=O)[O-])ccc2O)c(C)c1	11%	-7%	12	-8%	9%	-8.1	16%	-2.5
O=C(Nc1ccc(C2=CN(Cc3ccccc3)CCC2=O)cc1)OCc1ccccc1	2%	1%	0	1%	-2%	-0.1	2%	0.4
Cc1cccc(NC(=O)C2CC3CCC2C3)c1C (centres undefined)	1%	2%	-1	0%	7%	1.0	9%	-0.1
Cc1nn(-c2ccccc2)c2nc(-c3ccco3)cc(C(=O)O)c12	-5%	?	?	?	11%	1.2	1%	1.9
Cn1c(C(=O)OC(C(=O)NC2CCCCC2)c2ccccn2)cc2sccc21 (centres undefined)	-23%	3%	.	-9%	21%	1.1	19%	-1.7
COc1ccc(-n2c(O)c(/C=N/NS(=O)(=O)c3cccc([N+](=O)[O-])c3)c3ccccc3c2=O)cc1OC	-8%	14µM*	-10	22%	4%	0.4	-5%	4.9
CC(=O)Nc1cccc(NC(=O)c2ccc(C(=O)Nc3cccc(NC(C)=O)c3)nc2)c1	14%	-4%	-4	-10%	7%	-3.8	2%	-0.5

# An excerpt of these results, field by field.
Cn1c(C(=O)OC(C(=O)NC2CCCCC2)c2ccccn2)cc2sccc21 (centres undefined)
  EPAC1 antag: -23%
  WRN helicase inh: 3%
  PI5P4Ka inh: .
  PLK1 PBD block: -9%
  EPAC2 agonist: 21%
  CCT chaperon mod: 1.1
  EPAC1 ag: 19%
  IL2 activator: -1.7

COc1ccc(-n2c(O)c(/C=N/NS(=O)(=O)c3cccc([N+](=O)[O-])c3)c3ccccc3c2=O)cc1OC
  EPAC1 antag: -8%
  WRN helicase inh: 14µM*
  PI5P4Ka inh: -10
  PLK1 PBD block: 22%
  EPAC2 agonist: 4%
  CCT chaperon mod: 0.4
  EPAC1 ag: -5%
  IL2 activator: 4.9

CC(=O)Nc1cccc(NC(=O)c2ccc(C(=O)Nc3cccc(NC(C)=O)c3)nc2)c1
  EPAC1 antag: 14%
  WRN helicase inh: -4%
  PI5P4Ka inh: -4
  PLK1 PBD block: -10%
  EPAC2 agonist: 7%
  CCT chaperon mod: -3.8
  EPAC1 ag: 2%
  IL2 activator: -0.5
